Growth percent in the NCI-60 one-dose screen (48 h, 10 µM unless noted): 100 = growth as untreated, 0 = no growth, -100 = all killed.
IGROV1: IGROV1 ovarian cancer | actives 4.7% (n = 79,000) | AID 1794786
NCI-H322M: NCI-H322M lung cancer | actives 2.7% (n = 80,000)
NCI-H522: NCI-H522 lung cancer. actives 8% (n = 78,000)
NCI-H23: NCI-H23 lung cancer | actives 4% (n = 80,000) | AID 1794731
COLO 205: COLO 205 colon cancer; actives 7.3% (n = 79,000); AID 1794742
NCI/ADR-RES: NCI/ADR-RES ovarian cells | AID 1794790 | actives 4.4% (n = 81,000)
KM12: KM12 colon cancer cells; actives 5% (n = 82,000); AID 1794800
NCI-H460: NCI-H460 lung cancer; AID 1794736; actives 6.8% (n = 82,000)
NCI-H226: NCI-H226 lung cancer; actives 3.5% (n = 79,000); AID 1794732
* = called active by the depositor; . = no result given; [ ] = dose if it differs, or a comment. How the source made its calls: active means growth percent below 10; inactive means the rest.

Assay codes: A = IGROV1; B = NCI-H322M; C = NCI-H522; D = NCI-H23; E = COLO 205; F = NCI/ADR-RES; G = KM12; H = NCI-H460; I = NCI-H226
> N#Cc1cnn(CCCl)c1N
  A: 129; B: 123; C: 103; D: 97; E: 127; F: 106; G: 106; H: 111; I: 94
> CCSCC1CC(O)(c2ccccc2)C(c2ccccc2)C(c2ccc(F)cc2)O1 (stereo not drawn)
  A: 11; B: 3.6*; C: 11; D: -6.5*; E: -70*; F: -25*; G: -9.6*; H: -16*; I: -4.4*
> c1cnc2c(c1)CCCC2
  A: 108; B: 125; C: 90; D: 102; E: 116; F: 110; G: 109; H: 103; I: 109
> CCC1=C(c2ccc(OC)cc2)C(C)(C)Oc2c1ccc(O)c2CN1CCCC1
  A: 51; B: 48; C: 30; D: 13; E: 77; F: 39; G: -9.5*; H: -38*; I: 29
> COc1ccc(-c2nnc(SCc3ccc(O)c4ncccc34)n2-c2ccccc2)cc1
  A: 10; B: 20; C: 16; D: 18; E: 69; F: 4.3*; G: 16; H: 2.9*; I: 30
> NCCNc1ccnc2cc(Cl)ccc12
  A: 103; B: 98; C: .; D: 96; E: 82; F: 96; G: 89; H: 96; I: 93
> c1ccc(C(c2nc3ncncc3[nH]2)N2CSc3nc4ccccc4n3C2)cc1 (stereo not drawn)
  A: 100; B: 106; C: 98; D: 107; E: 110; F: 104; G: 94; H: 107; I: 99
> COc1nccc2c(-c3ccccc3)nc(N)nc12
  A: 102; B: 106; C: 94; D: 105; E: 120; F: 103; G: 106; H: 106; I: 103
> Nc1cnc(C(=O)NNc2nc3cc(F)ccc3n3cccc23)cn1
  A: 26; B: 26; C: 17; D: 44; E: 9.5*; F: 16; G: 25; H: 7.9*; I: 50
> Cc1cc(C)c(C)c(C(=O)OCCN2CCCCC2)c1C
  A: 80; B: .; C: 86; D: 94; E: 95; F: 94; G: 102; H: 95; I: 93
> CCOC(=O)N1CCN(CCCCCCOc2ccc(C3CCCCC3)cc2)CC1
  A: 90; B: 116; C: 92; D: 58; E: 76; F: 60; G: 81; H: 86; I: 89
> COc1ccc(N=S=O)cc1
  A: 96; B: 91; C: 102; D: 109; E: 115; F: 101; G: 92; H: 95; I: 113
> O=C(Nc1cccc(-c2cn(-c3ccc4oc(=O)ccc4c3)nn2)c1)Nc1cc(C(F)(F)F)cc(C(F)(F)F)c1
  A: 30; B: 34; C: 22; D: 4.2*; E: 44; F: 50; G: 33; H: 28; I: 33
> SCCCCCCS
  A: 102; B: 100; C: .; D: 115; E: 127; F: 112; G: 109; H: 109; I: 95
> COC(=O)c1c(C(=O)OC)c2n(c1C)[C@@H](CCN1CC(=O)N3[C@@H](c4ccccc4)SC[C@H]3C1=O)SC2
  A: 103; B: 103; C: 88; D: 103; E: 113; F: 107; G: 101; H: 108; I: 94

The last 5 compounds of the part above are carried over, then new ones follow.
Assay codes: A = IGROV1; B = NCI-H322M; C = NCI-H522; D = NCI-H23; E = COLO 205; F = NCI/ADR-RES; G = KM12; H = NCI-H460; I = NCI-H226
> CCOC(=O)N1CCN(CCCCCCOc2ccc(C3CCCCC3)cc2)CC1
  A: 90; B: 116; C: 92; D: 58; E: 76; F: 60; G: 81; H: 86; I: 89
> COc1ccc(N=S=O)cc1
  A: 96; B: 91; C: 102; D: 109; E: 115; F: 101; G: 92; H: 95; I: 113
> O=C(Nc1cccc(-c2cn(-c3ccc4oc(=O)ccc4c3)nn2)c1)Nc1cc(C(F)(F)F)cc(C(F)(F)F)c1
  A: 30; B: 34; C: 22; D: 4.2*; E: 44; F: 50; G: 33; H: 28; I: 33
> SCCCCCCS
  A: 102; B: 100; C: .; D: 115; E: 127; F: 112; G: 109; H: 109; I: 95
> COC(=O)c1c(C(=O)OC)c2n(c1C)[C@@H](CCN1CC(=O)N3[C@@H](c4ccccc4)SC[C@H]3C1=O)SC2
  A: 103; B: 103; C: 88; D: 103; E: 113; F: 107; G: 101; H: 108; I: 94
> NC(N)=NCCCC(N=Cc1ccccc1)C(=O)O (stereo not drawn)
  A: 110; B: 101; C: 81; D: 104; E: 108; F: 107; G: 107; H: 105; I: 96
> CN(C)CCC(=O)C1CC1
  A: 92; B: 98; C: 97; D: 97; E: 112; F: 98; G: 109; H: 103; I: 102
> COc1nc(N(CCO)c2ccccc2)nc(N(CCO)c2ccccc2)n1
  A: 104; B: 100; C: 93; D: 104; E: 112; F: 99; G: 102; H: 107; I: 97
> O=C(Nn1c2c(sc1=NCc1ccccc1)C(=O)c1ccccc1C2=O)c1cc2ccc1CCc1ccc(cc1)CC2
  A: 53; B: 106; C: 53; D: 32; E: 106; F: 64; G: 75; H: 75; I: 66
> NC(=O)C(O)C(O)C(N)=O (stereo not drawn)
  A: 95; B: 116; C: 93; D: 102; E: 125; F: 111; G: 110; H: 109; I: 108
> C=C(C=O)[C@@H]1CC=C(C=O)CC1
  A: -24*; B: -25*; C: 5.0*; D: -4.9*; E: .; F: 4.0*; G: -37*; H: -17*; I: 71
> COc1cccc(Nc2nc(N)c3ccccc3n2)c1
  A: 76; B: 89; C: 82; D: 81; E: 82; F: 85; G: 77; H: 35; I: .
> O=c1[nH]cnc2c1C(c1ccc([N+](=O)[O-])cc1)c1sc3c(F)cccc3c1O2 (stereo not drawn)
  A: 82; B: 101; C: 43; D: 90; E: 101; F: 86; G: 82; H: 100; I: 94
> COc1ccccc1CC(=O)c1ccccc1OC
  A: 90; B: 104; C: 104; D: 109; E: 108; F: 113; G: 99; H: 96; I: 102
> Clc1ccc(-c2nc(-c3ccc(-c4nc5ccccc5[nH]4)cc3)no2)cc1
  A: 104; B: 101; C: 89; D: 100; E: 96; F: 87; G: 106; H: 103; I: 94
> O=Cc1c(OCc2cnnn2CC(=O)Nc2ccc(F)cc2)ccc2ccccc12
  A: 87; B: 108; C: 85; D: 97; E: 115; F: 92; G: 88; H: 102; I: .
> COc1cc2c(c(OC)c1OC)CCC(c1cccc(C(=O)Nc3ccc(C#N)cc3)c1)O2 (stereo not drawn)
  A: 69; B: 77; C: 38; D: 41; E: 85; F: 19; G: 61; H: 56; I: 33
> CCCCNCC(=O)Nc1cc(NC(=O)CNCCCC)c(C)c(NC(=O)CNCCCC)c1
  A: 113; B: 86; C: 80; D: 102; E: 117; F: 114; G: 103; H: 102; I: 96
> CCC(C(=O)OCC(=O)[C@@]1(O)CC[C@H]2[C@@H]3CCC4=CC(=O)CC[C@]4(C)[C@H]3[C@@H](O)C[C@@]21C)C(C)C (stereo partly drawn)
  A: 90; B: 100; C: .; D: 80; E: 65; F: 70; G: 81; H: 78; I: 62
> O=C(O)c1cccc(-c2ccccc2)c1O
  A: 89; B: 106; C: 99; D: 92; E: .; F: .; G: 103; H: 98; I: 96

More entries.
Assay codes: A = IGROV1; B = NCI-H322M; C = NCI-H522; D = NCI-H23; E = COLO 205; F = NCI/ADR-RES; G = KM12; H = NCI-H460; I = NCI-H226
> C[C@]12CC[C@@H]3c4cc(CN5CCOCC5)c(O)cc4CC[C@H]3[C@@H]1CCC2=O
  A: 98; B: 96; C: .; D: 104; E: 94; F: 101; G: 109; H: 116; I: 98
> O=C(CCN1CCCC1)Nc1ccc2c(NCc3ccc(F)cc3)c3ccccc3nc2c1
  A: -2.1*; B: -4.5*; C: -50*; D: -40*; E: -62*; F: 70; G: -6.5*; H: -63*; I: 4.0*
> CC(C)C1=CC2=CC[C@@H]3[C@](C)(CCC[C@@]3(C)C(=O)OCC#CCN3CCCC3)[C@H]2CC1
  A: 84; B: 102; C: 62; D: 46; E: 36; F: 76; G: 57; H: 57; I: 79
> CNC(=O)Nc1ccc(-c2nc(N3CCOCC3)nc3c2cnn3C2CCOCC2)cc1
  A: -28*; B: -9.5*; C: -0.4*; D: 17; E: 5.8*; F: 4.4*; G: 13; H: 12; I: -12*
> Cc1cc(-c2ccccc2)on1
  A: 98; B: 90; C: 98; D: 106; E: 109; F: 105; G: 106; H: 112; I: 99
> Nc1ccccc1NC(=O)c1ccc(NC(=O)C/C=C/c2cccnc2)cc1
  A: 23; B: 48; C: 7.2*; D: 42; E: 10; F: 51; G: 33; H: 47; I: 47
> O=C(CSc1nnc(-c2cccs2)n1-c1ccccc1)Nc1ccc(F)cc1
  A: 95; B: 97; C: 82; D: 102; E: 105; F: 91; G: 94; H: 103; I: 98
> Nc1ccccc1SC1CC(=O)N(c2ccc(Cl)c(Cl)c2)C1=O (stereo not drawn)
  A: 105; B: 128; C: 117; D: 104; E: 127; F: 96; G: 100; H: 117; I: 106
> O=C(CSc1nnnn1-c1ccccc1)c1cc2c(ccc3ccccc32)oc1=O
  A: 109; B: 97; C: 77; D: 96; E: 113; F: 98; G: 101; H: 109; I: 88
> Cc1nn(-c2ccccc2)c2nc3c(c(-c4ccc(Cl)cc4)c12)CNC1(CCCC1)N3
  A: 99; B: 89; C: 95; D: 99; E: 96; F: 101; G: 96; H: 106; I: 87
> C=C(C)[C@@H]1CC[C@]2(C(=O)N[C@@H](Cc3cc4ccccc4[nH]3)C(=O)OC)CC[C@]3(C)[C@H](CC[C@@H]4[C@@]5(C)CCC(=O)C(C)(C)[C@@H]5CC[C@]43C)[C@@H]12
  A: 65[100 µM]; B: 77[100 µM]; C: 47[100 µM]; D: 50[100 µM]; E: 65[100 µM]; F: 74[100 µM]; G: 55[100 µM]; H: 45[100 µM]; I: 64[100 µM]
> CC[C@H](Nc1ncnc2nc[nH]c12)c1nc2cccc(CCCCC(=O)NO)c2c(=O)n1-c1ccccc1
  A: 82; B: 107; C: 44; D: 97; E: 95; F: 101; G: 93; H: 95; I: 92
> O=C1Nc2ccccc2/C1=N/N1C(=O)CN(c2cccc(C(F)(F)F)c2)C1=O
  A: 74; B: 103; C: 81; D: 87; E: 108; F: 101; G: 88; H: 101; I: 95
> O=C(Nc1cccnc1)c1ccc(CSc2ccc(Cl)cc2)o1
  A: 102; B: 95; C: 61; D: 81; E: 107; F: 71; G: 89; H: 99; I: 87
> COc1ccc(C2=C(c3ccccc3)c3ccc(OC(C)=O)cc3OC2(C)C)cc1
  A: 97; B: 102; C: 89; D: 80; E: 108; F: 77; G: 53; H: 85; I: 86

The results go on.
Assay codes: A = IGROV1; B = NCI-H322M; C = NCI-H522; D = NCI-H23; E = COLO 205; F = NCI/ADR-RES; G = KM12; H = NCI-H460; I = NCI-H226
> O=c1c2cc3cc(Cl)ncc3n2c(=O)c2cc3cc(Cl)ncc3n12
  A: 94; B: 91; C: 97; D: 100; E: 108; F: 105; G: 103; H: 105; I: .
> CN(Cc1ccccc1)c1nc(Cl)c(C2CC(c3ccc(F)cc3)=NN2C=O)s1 (stereo not drawn)
  A: 89; B: 93; C: 83; D: 84; E: 100; F: 90; G: 93; H: 97; I: 96
> COc1cc(C2CC(C3C(=O)N(C)C(=O)N(C)C3=O)=NN2c2ccccc2)cc(OC)c1OC (stereo not drawn)
  A: 112; B: 111; C: 88; D: 99; E: 116; F: 104; G: 98; H: 110; I: 93
> Cc1cc(C)n(C2=NC(c3cccc([N+](=O)[O-])c3)c3sc4ccc(Cl)cc4c3N2)n1 (stereo not drawn)
  A: 75; B: 91; C: 89; D: 87; E: 106; F: 103; G: 97; H: 99; I: 83
> COc1ccc2cc(C(C)NC(=O)Nc3ccc(S(=O)(=O)Nc4ccccn4)cc3)ccc2c1 (stereo not drawn)
  A: 93; B: 93; C: 63; D: 90; E: 104; F: 83; G: 92; H: 85; I: 99
> Fc1ccc2[nH]cc(-c3nonc3-c3c[nH]c4ccc(Br)cc34)c2c1
  A: 42; B: 36; C: -12*; D: 24; E: -46*; F: 23; G: 7.1*; H: 1.2*; I: 54
> CSc1ncc(Br)c(SCc2ccc(Cl)cc2Cl)n1
  A: 101; B: 91; C: 82; D: 95; E: 123; F: 104; G: 106; H: 111; I: 100
> Cc1csc(Nc2nc(-c3cccc(Cl)c3)nc(C(Cl)(Cl)Cl)n2)n1
  A: 83; B: -23*; C: 84; D: 79; E: -39*; F: 52; G: 14; H: 9.9*; I: 96
> Nc1nc(Cl)c2ncn(CCCCCB(O)O)c2n1
  A: 102; B: 119; C: 93; D: 98; E: 134; F: 99; G: 102; H: 107; I: 112
> COc1ccc(-c2c(C#N)c(N)n(-c3cccc(C(F)(F)F)c3)c(=O)c2C#N)cc1
  A: 104; B: 105; C: 97; D: 92; E: 108; F: 103; G: 99; H: 105; I: 107
> COc1cc(C(=O)c2cc(C)c3[nH]c4ccc(O)cc4c3c2C)cc(OC)c1OC
  A: 12; B: 34; C: 34; D: 31; E: 7.0*; F: 8.0*; G: 4.5*; H: 8.9*; I: 53
> CCN(CC)C(=O)Cn1cc(C(=O)OC)nn1
  A: 110; B: 99; C: 72; D: 102; E: 110; F: 103; G: 100; H: 104; I: 107
> COc1cccc(-c2nnc(-c3ccc4ccccc4c3)o2)c1
  A: 104; B: 105; C: 80; D: 91; E: 127; F: 95; G: 101; H: 112; I: 98
> CCCCCCCCNC(=O)C(C)C
  A: 107; B: 107; C: 93; D: 95; E: 108; F: 117; G: 102; H: 98; I: 96

High-throughput results: PubChem BioAssay, NCI
